Screens from PubChem.
Pf Dd2 inh: qHTS Primary assay for Inhibitors of Plasmodium falciparum Dd2 growth in vitro; P. falciparum Dd2 growth, SYBR Green, 72 h; Potency, µM (highest dose often 28.9 µM), inactives show at the top dose activity, negative = inhibition, actives largely listed as inhibitors; 120,000 compounds, 4.3% hits; AID 1347417, 2020; active = well fitted inhibition curve with a large enough effect; inconclusive = small, poorly fitted or top-dose-only effect; inactive = no such curve, though single readings can be large or run the other way;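 also: plate controls were DMSO vehicle for no effect and reference drug for full effect; nearly all actives have a fitted effect of over 65% in size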
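Infected erythrocytes (Dd2, 0.3% parasitemia, 2.5% hematocrit final) are added to compound in RPMI-1640/Albumax II medium, grown 72 h at 37C in low oxygen, then lysed with saponin/Triton-X containing SYBR Green and read by fluorescence.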
* = called active by the depositor; i = inactive; ? = inconclusive; [ ] = remark or other dose. Potency is read from the fitted curve at half-maximal effect.

Compound,Pf Dd2 inh
Cc1cc(C)c(CNC(=O)c2cc(-c3ccnn3C)cc3c2OCCN3C(C)C)c(=O)[nH]1,?
Cc1ccccc1Cn1nnc2sc3c(c2c1=O)CCCC3,-14%
O=C(c1ccc2c(c1)ncn2CCO)N1CCCn2nc(CO)cc2C1,-13%
O=C(c1cccs1)N1CCCC(CN2CCCC2)CC1 (stereo not drawn),?
Cc1ccc(S(=O)(=O)C(CNS(=O)(=O)c2ccc(F)c(C)c2)c2cccs2)cc1 (stereo not drawn),37%[activator]
O=S(=O)(N[C@H]1CO[C@H]2[C@@H]1OC[C@H]2O)c1ccc(Cl)cc1,i
COC(=O)c1ccc(CNC(=O)CN2CCN(c3nccnc3C#N)CC2)o1,6%
COCCNC(=O)C[C@@H]1O[C@H](CNC(=O)Nc2cccc(F)c2)[C@@H](O)[C@H]1O,21%[44.1 µM]
Cc1nc(-c2cn(C3CCCN(C(=O)c4cccs4)C3)nn2)no1 (stereo not drawn),i
O=C(CCc1ccccc1)NCCc1noc(C2CC2)n1,14%
COc1ccc(CN2CCN3C(=O)N(Cc4ccccc4)C[C@H]3C2)cc1,i
Cc1ccc(NC(=O)Nc2ccccc2)c(=O)n1CC(=O)NC1CCCCC1,34%[activator]
COc1cccc(C(c2sc3nc(-c4ccco4)nn3c2O)N2CCC(O)CC2)c1 (stereo not drawn),-24%
Cc1ccc(NC(=O)N2C[C@@H](F)C[C@H]2C(=O)N2CCCCC2)cc1,i
O=C(Cc1ccccc1F)Nc1ccc2c(N3CCCCC3)ncnc2c1,13µM*
CCOc1ccc(-n2ccnc2SCC(=O)Nc2cccc3ccccc23)cc1,i
Cc1ccc(NC(=O)NCCOCCn2c(=O)oc3ccccc32)cc1C,32%
COc1cccc(CNC(=O)CCCN2C(=O)CSc3c2c(C)nn3-c2ccccc2)c1,12%
Cc1ccc(NC(=O)CCc2ccnc(N3CCCC3)c2)c(C)c1,?
COC[C@@H]1[C@H](C(=O)Nc2ccc(C)cc2)CCC(=O)N1C,-2%
O=C([C@@H]1C[C@H](Oc2ccccc2)CN1C(=O)c1ccccn1)N1CCOCC1,14%
COc1ccc(CNC(=O)C(=O)NCC(c2ccco2)S(=O)(=O)c2ccc(Cl)cc2)cc1 (stereo not drawn),i
COc1ccc(-c2noc([C@@H]3C[C@@H](O)CN3Cc3ccc(CO)o3)n2)cc1,i
Cc1ccc(NC(=O)Cn2c(=O)n(CCCCC(=O)NCCc3ccc(Cl)cc3)c(=O)c3ccccc32)cc1,7%
C[C@H](O)c1onc(-c2ccccc2)c1C(=O)NC1CCOCC1,-4%[44.1 µM]
CNC(=O)N1CCC(C2CCN(C(=O)COc3cccc(C)c3)C2)CC1 (stereo not drawn),?
COc1cccc(CNC(=O)Cn2c(C)cc3nc4n(c(=O)c32)CCCCC4)c1OC,3%
O=C(NCCc1ccccc1)c1cc(Sc2ccc(F)cc2F)nc2ccccc12,9%
CCCCN(CC)C(=O)CCNS(=O)(=O)c1ccc2c(c1)c(=O)n(C)c(=O)n2C,14%
Cc1oc2ncn(C)c(=O)c2c1C(=O)NCCCN1CCCCC1C (stereo not drawn),i
Cc1noc(C)c1S(=O)(=O)N(CC(=O)NCCc1ccccc1)c1ccc(C(C)C)cc1,i
CS(=O)(=O)N(C1CC1)C1CCOC2(CCN(C(=O)c3ccc(F)cc3)CC2)C1 (stereo not drawn),i
Cc1cccc(OCCc2noc(C3CCN(C(=O)CN4CCCCCC4)C3)n2)c1 (stereo not drawn),?
O=C(c1cn2c(n1)CN([S+](=O)([O-])c1cccc(C(F)(F)F)c1)CC2)N1CCOCC1,53%[activator]
O=C(Cc1c(F)cccc1Cl)N1CCc2n[nH]c(=O)n2CC1,32%
Cc1cc(C)cc(-n2c(SCC(=O)N3CCCCC3)nc3c([nH]c4ccccc43)c2=O)c1,-16%
CN1CCC2(CC1)CN(C(=O)Cc1cccs1)Cc1ccccc1O2,?
O=C(c1ccc2c(Cl)c3c(nc2c1)CCCC3)N1CCN(c2cccc(Cl)c2)CC1,-19%
CC(=O)NCCNC(=O)[C@H]1CN2CCC1C[C@@H]2Cn1cc(CSc2ccccc2)nn1 (stereo partly drawn),41%[activator]
COc1c(C)cc(S(=O)(=O)NCCc2c(C)[nH]c3ccccc23)c(C)c1C,-21%
CCCCc1nc(C)cc(NCCNC(=O)C2CC3(CCNCC3)CN2)n1 (stereo not drawn),4%
c1cncc(-c2ccnc(NCCCn3nccc3C3CC3)n2)c1,-28%
Cn1ccc(NC(=O)CC[C@H]2NC(=O)c3ccccc3NC2=O)n1,-2%
O=C1NCc2ccccc2CC12CCCCN2Cc1ccccc1 (stereo not drawn),?
O=C1CCN(C(=O)[C@@H]2CCCN2C(=O)NC2CCCCC2)CCCCCCN1,4%
Cc1ccc(-c2ccc3nnc(CNC(=O)c4ccccc4F)n3n2)cc1C,-14%
CCN1CCN(c2cc3c(cc2F)c(=O)c(S(=O)(=O)c2cc(C)cc(C)c2)cn3CC)CC1,?
C[C@]1(CO)[C@H]2Cc3sc(NC(=O)c4ccco4)nc3[C@@H](CC(=O)NC3CCCCC3)[C@]2(C)CC[C@H]1O,i
COc1cc(CNCCSc2nnnn2C)ccc1OCc1ccc(Cl)cc1Cl,i
O=C(O)C[C@@H]1CCN(C(=O)c2ccc(F)cc2)C[C@@H]1CCN1CCN(c2ccccn2)CC1,23%
Cc1ccc(CNC(=O)c2ccc3c(=O)n(-c4ccccc4)c(=O)[nH]c3c2)cc1,34%[activator]
O=C(C1CCCC1)N1CC(c2noc(COc3ccccc3)n2)C1,-40%
Cc1nn(C)c(C)c1CCC(=O)N1CCOCC1CC(=O)NC1CCCC1 (stereo not drawn),-7%
O=C(NCCc1ccccc1)c1ccc2c(c1)N(Cc1ccc(F)cc1)C(=O)c1ccccc1S2,2%
CCOc1ccc(C(=O)c2cn(CC(=O)Nc3ccc4c(c3)OCO4)c3ccc(OCC)cc3c2=O)cc1,32%[activator]
COc1ncccc1-c1cc(-c2c(C)noc2C)cc2c1C(=O)N(C)C2=O,i
COCCNc1ncnc2c1CN(C1CCNCC1)C(=O)CN2C,8%
COc1ccc2nc([C@H]3CCN(Cc4ccc(NC(C)=O)cc4)C3)[nH]c2c1,?
O=C(NCC1CCN(c2cc(-c3ccc(Cl)cc3)[nH]n2)CC1)c1ccc(=O)[nH]c1,i
COc1ccccc1CNC(=O)[C@H]1CN2CCC1C[C@@H]2Cn1cc(CN(C)C)nn1 (stereo partly drawn),-13%[44.1 µM]

Remaining list, next part.
Compound,Pf Dd2 inh
COc1cccc(CNC(=O)c2nn(-c3ccc(C)cc3)c(=O)c3c2c2ccccc2n3C)c1,?
CC[C@H]1CN(C(=O)c2ccnc(Cl)c2)CC[C@H]1CC(=O)N1CCC(C(=O)OC)CC1,3%
COC[C@@H]1CN(C(=O)CC2=CCCCC2)C[C@H]1c1ccncc1,-7%
COc1ccc(-c2cccc(CCOc3cnc4c(ccn4CC(=O)O)c3)c2)c(F)c1,i
CN(C)c1ccc(CNC2(Cc3cc(-c4cccc(O)c4)on3)COC2)cc1,i
O=C1c2cc(N3CCOCC3)nc(-c3cnc4[nH]ccc4c3)c2CN1CC(F)(F)F,?
O=C(CC(NCc1cccnc1)C(=O)O)Nc1ccc(F)cc1 (stereo not drawn),23%[5.79 µM]
COCCNc1ccc(-c2noc([C@@H]3CCCN3Cc3ccncc3)n2)cn1,?
O=C(c1cccc(Cl)c1)N1CCC2(CC1)NCc1ccccc1NC2=O,14%
COC(=O)c1sccc1S(=O)(=O)N(CC(=O)Nc1cccc(C)c1C)c1ccc(C)c(C)c1,?
Cc1oc2c(C)c3oc(=O)c(CCC(=O)N4CCCCC4)c(C)c3cc2c1C,i
CN1C(=O)CC(C(=O)O)C12CCN(Cc1cccc(Cn3cccn3)c1)CC2 (stereo not drawn),8%
Cc1cc(C)cc(NC(=O)CN2C(=O)c3ccccc3Sc3ncccc32)c1,-19%
Cn1ccnc1C(=O)N1CCC(N2C[C@H](O)C[C@H]2C(=O)NC2CCCCC2)CC1,-7%
CC1CCN(c2ncnc3c2c(-c2ccccc2)cn3-c2ccc(Br)cc2)CC1,36%
O=C1c2c(nc(CNCc3cccnc3)n2Cc2ccccc2)NCCN1Cc1cccc(Cl)c1,?
COc1ccccc1N1CCN(S(=O)(=O)c2c(C)sc3ncn(CC(=O)NCCN(C)C)c(=O)c23)CC1,10%
COc1cccc(C(=O)N(C)Cc2ccccc2C(F)(F)F)c1,?
COCCN1C(=O)[C@@H]2C[C@@H](CN2C(=O)c2cncnc2)Oc2ccccc21,22%[44.1 µM]
COc1ccc(N(Cc2cccs2)C(=O)c2ccco2)cc1,10µM*

Part of the list above, field by field:
canonical_smiles: COC(=O)c1ccc(CNC(=O)CN2CCN(c3nccnc3C#N)CC2)o1
  Pf Dd2 inh: 6%

canonical_smiles: COc1ncccc1-c1cc(-c2c(C)noc2C)cc2c1C(=O)N(C)C2=O
  Pf Dd2 inh: i

canonical_smiles: COc1cc(CNCCSc2nnnn2C)ccc1OCc1ccc(Cl)cc1Cl
  Pf Dd2 inh: i

canonical_smiles: C[C@]1(CO)[C@H]2Cc3sc(NC(=O)c4ccco4)nc3[C@@H](CC(=O)NC3CCCCC3)[C@]2(C)CC[C@H]1O
  Pf Dd2 inh: i

Arranged by heavy-atom count (falling): three of the compounds above.
Compound,Pf Dd2 inh
COc1cccc(CNC(=O)c2nn(-c3ccc(C)cc3)c(=O)c3c2c2ccccc2n3C)c1,?
O=C1CCN(C(=O)[C@@H]2CCCN2C(=O)NC2CCCCC2)CCCCCCN1,4%
O=C(CC(NCc1cccnc1)C(=O)O)Nc1ccc(F)cc1 (stereo not drawn),23%[5.79 µM]

Carrying on.
Compound,Pf Dd2 inh
O=C(Nc1ccccc1)N[C@H]1[C@H](O)[C@@H](N2CCCCC2)[C@@H]2OC[C@H]1O2,-25%[44.1 µM]
CCOc1ccc(OCC)c(NC(=O)c2nnn(CC(=O)Nc3cc(Cl)ccc3OC)c2N)c1,?
O=C(c1ccc2c(c1)OCO2)N1CCn2c(nn(-c3ccc(F)cc3F)c2=O)C1,-1%
CC(C)CNC(=O)N1CCCN(S(=O)(=O)c2ccccc2)CCC(=O)NCC1,-4%
COc1ccc(Cl)cc1C(=O)N1CCC(n2cc(-c3nc(C)no3)nn2)CC1,i
COc1ccc(OC)c(NC(=O)c2c(NCc3ccc(C)o3)sc3c2CCCCC3)c1,?
Cc1nnc(N2CCN(C(=O)NC(C)C)CC2)c2nn(-c3ccccc3)c(C)c12,19%
O=C1Nc2ccccc2CC12CCN2[S+](=O)([O-])c1ccccc1 (stereo not drawn),?
Cc1ccc(Nc2c(-c3ccc(C)s3)nc3ccccn23)cc1,?
Cc1cc(C)c(S(=O)(=O)NCC(c2cccs2)S(=O)(=O)c2ccccc2)c(C)c1 (stereo not drawn),21%
CC(=O)N1CCC(NC[C@@H]2C=C(C)[C@H](Cc3nc4ccc(C)cc4[nH]3)C[C@H]2C(C)C)CC1,11µM*
CC(C)NC(=O)c1ccc(CN2C(=O)NC3(CCS(=O)(=O)CC3)C2=O)cc1,-9%
OC[C@@H]1CN(Cc2ccco2)C[C@H]1c1nc(-c2ccncc2)no1,-1%
Cc1c(C(=O)N2CCCCC2)c(S(=O)(=O)NCc2ccc(N(C)C)cc2)c(C)n1C,-17%
O=C(NCc1ccccn1)C1CCCN(C2CCN(S(=O)(=O)C3CC3)CC2)C1 (stereo not drawn),9%
CC(=O)N1CCN(c2nc3c(s2)CC(C(=O)Nc2ccc(F)c(Cl)c2)CC3)CC1 (stereo not drawn),?
COCc1nc(C2CCN(C(=O)c3n[nH]c4ccccc34)C2)no1 (stereo not drawn),?
COCCC(=O)N1C[C@@H]2C[C@H](C1)c1ccc(-c3cccc(C(F)(F)F)c3)c(=O)n1C2,?
COC(=O)CN1C(=O)[C@@H]2C[C@@H](O)CN2C2(CN(C3Cc4ccccc4C3)C2)C1=O,17%[44.1 µM]
Cc1nc2ccc(S(=O)(=O)N(CC(=O)Nc3cccc(Cl)c3)Cc3ccccc3)cc2s1,?
c1ccc(-n2cncn2)c(Cn2ccnc2-c2cc3n(n2)CCCNC3)c1,2%
NC(=O)CN1CCC2(CC1)CCN(C(=O)Cc1cnc[nH]1)CC2CO (stereo not drawn),4%
COc1ccc(C(=O)N2CCCOCCNC(=O)[C@@H]3CCCC[C@@H]32)c(OC)c1,-5%
COc1ccc(C(=O)N2CCC(n3cc(-c4nc(C)no4)nn3)CC2)cc1,-14%
CCOC(=O)N1CCc2c(sc(NCc3ccc(OCC)cc3)c2C(=O)Nc2ccc(OC)cc2OC)C1,?
CC1C=CC(C)N1c1ncnc2c1CN(C1CCNCC1)C(=O)CN2C (stereo not drawn),?
CNC(=O)Nc1ccc(C2(C(=O)NCc3ccco3)CCC2)cc1,1%
COc1ccccc1N1CCN(C[C@H]2CN3CC[C@H]2C[C@@H]3CNC(=O)Nc2cccc(C#N)c2)CC1,?
CCOc1c(CN(C)C(=O)C(c2ccc(F)cc2)N(C)C)cccc1OC (stereo not drawn),?
CN1CCN(CCCNc2nccc(-c3ccccn3)n2)CC1,-19%
COc1ccc(-c2nn(-c3ccccc3C)cc2CN2CCCN(C)CC2)cc1F,7.9µM*
COC[C@@H]1CN(C(=O)CCc2c(C)noc2C)C[C@H]1c1ccncc1,1%
COc1ccc(/C=C/C(=O)Nc2ccc(Cl)cc2Cl)cc1,23%

Some of the compounds tested, so the mix of outcomes need not match the whole.
